WRN inhibitor: blocks human WRN helicase. Q14191. WRN helicase unwinding, fluorescent forked duplex, kinetic. Potency, µM (highest dose often 114 µM), without a hit: at the highest dose activity change, negative = inhibition, hits mostly inhibitors. 360,000 tested, 0.46% active; further: potency means the concentration at half of the fitted maximal effect; on the % scale 0 is the no-effect control and ±100 the full control effect; nearly all actives have a fitted effect of over 55% in size
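WRN at 20 nM final preincubated with compound 15 min at room temperature; reaction started with 100 nM fluorophore/quencher forked duplex oligonucleotide and 2 mM ATP final. Unwinding followed kinetically by red fluorescence (ex 525, em 598 nm).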
FUS suppressor: rescues growth of FUS-expressing yeast | S. cerevisiae FUS-expressing, growth rescue, OD600, 24 h | Potency, µM (highest dose often 76.6 µM), inactives show top-dose growth rescue (activation), usual class: activators | 390,000 tested, 0.24% active;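 further: potency means the concentration at half of the fitted maximal effect; plate controls were DMSO vehicle for no effect and reference control for full effect; nearly all actives have a fitted effect of over 55% in size; some results filed as inactive show a strong effect at the top dose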
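Yeast expressing FUS under galactose induction, OD 0.005 in 2% galactose medium; compounds in a dilution series, 24 h at 30C. Growth rescue by absorbance at 600 nm; CP55940 positive control, DMSO negative.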
aSyn rescue: alpha-synuclein toxicity inhibition in yeast; Yeast expressing alpha-synuclein, growth rescue, BacTiter-Glo, 24 h; Potency, µM (top dose mostly 46.1 µM), for inactives: top-dose growth rescue (activation), actives largely listed as activators; 370,000 tested, 0.14% active; further: potency means the concentration at half of the fitted maximal effect; % of control where 0% means no effect; nearly all actives have a fitted effect of over 65% in size
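Galactose-induced alpha-syn yeast (OD600=0.02, raffinose-pregrown) + pinned cpd, 24 hr, 30 deg C; growth by BacTiter-Glo luminescence. Growth restoration scores as activation.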
IL2 activator: IL-2 activation. IL-2 activation reporter assay, cell-based qHTS; stimulated with anti-CD3/CD4/CD28 beads; in transgenic mouse T cells. activation, % (series mostly up to about 46 µM). 360,000 tested, 0.065% active. AID 652025; in the data active means activation above about 50%; inconclusive means mostly about 30% to 49%; further: 0% is about no effect
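Screening format: compound pinned onto unstimulated transgenic mouse T cells, 60 min incubation, then anti-CD3/anti-CD4/anti-CD28 bead stimulation for 18 hours at 37 degrees C, followed by EGFP and DsRed detection.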
EPAC1 antag: antagonists of human EPAC1. O95398. EPAC1 GEF assay, Rap1b-BODIPY-GDP exchange fluorescence. Potency, µM (series often up to 115 µM), without a hit: at the top dose activity change, negative = inhibition, hits mostly inhibitors. 360,000 tested, 0.14% active. AID 720709;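 further: potency means the concentration at half of the fitted maximal effect; plate controls were vehicle for no effect and positive control for full effect; nearly all actives have a fitted effect of over 50% in size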
Target sequence (O95398 whole entry, looked up): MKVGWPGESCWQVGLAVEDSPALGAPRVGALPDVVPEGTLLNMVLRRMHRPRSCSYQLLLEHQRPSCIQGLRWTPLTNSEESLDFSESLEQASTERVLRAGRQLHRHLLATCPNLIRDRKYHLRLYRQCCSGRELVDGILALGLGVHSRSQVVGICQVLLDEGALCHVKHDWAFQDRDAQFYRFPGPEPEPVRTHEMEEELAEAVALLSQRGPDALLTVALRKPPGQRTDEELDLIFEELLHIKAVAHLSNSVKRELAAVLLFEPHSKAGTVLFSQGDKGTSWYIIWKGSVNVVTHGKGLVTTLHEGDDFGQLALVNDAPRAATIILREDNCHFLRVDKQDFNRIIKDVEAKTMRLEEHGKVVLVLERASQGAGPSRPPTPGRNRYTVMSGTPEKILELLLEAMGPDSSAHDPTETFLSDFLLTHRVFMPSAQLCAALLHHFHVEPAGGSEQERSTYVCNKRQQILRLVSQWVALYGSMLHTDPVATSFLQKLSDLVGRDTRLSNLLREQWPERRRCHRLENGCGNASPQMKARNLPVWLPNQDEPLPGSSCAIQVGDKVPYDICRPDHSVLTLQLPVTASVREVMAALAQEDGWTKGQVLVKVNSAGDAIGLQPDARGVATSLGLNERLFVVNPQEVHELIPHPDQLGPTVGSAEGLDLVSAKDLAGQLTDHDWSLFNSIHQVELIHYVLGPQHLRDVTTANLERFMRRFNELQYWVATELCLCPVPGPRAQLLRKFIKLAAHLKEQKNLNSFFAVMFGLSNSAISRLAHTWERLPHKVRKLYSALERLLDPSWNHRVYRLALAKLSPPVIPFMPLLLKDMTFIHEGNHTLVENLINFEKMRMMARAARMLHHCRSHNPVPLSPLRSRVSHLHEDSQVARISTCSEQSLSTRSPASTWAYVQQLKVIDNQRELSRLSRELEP
EPAC1 ag: EPAC1 (human) agonism. O95398. EPAC1 agonist qHTS, biochemical assay; response scale: 100% = response to 6.5 mM cAMP. Potency, µM (top dose mostly 154 µM), inactives show at the top dose activation, hits mostly activators. 360,000 tested, 0.073% active; further: potency means the concentration at half of the fitted maximal effect; nearly all actives have a fitted effect of over 60% in size
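EPAC1 100 nM, Rap1B–BODIPY-GDP 250 nM, unlabeled GDP 50 uM; compound titration; 5 min RT; kinetic read ex480/em540 at 5-min intervals ×30 min; data normalized to 6.5 mM cAMP agonist control.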
Abeta yeast res: A-beta toxicity reversal in yeast. AID 1347071. 410,000 tested, 0.063% active. yeast expressing A-beta42, growth rescue, OD600, 48 h; response scale: 0% DMSO, 100% iron-clioquinol control. Potency, µM (highest dose often 46.1 µM), without a hit: at the highest dose growth rescue, most hits filed as activators; further: potency means the concentration at half of the fitted maximal effect; nearly all actives have a fitted effect of over 55% in size
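Yeast A-beta toxicity model in growth medium with pinned compounds, 48 h at 30 C; growth read as absorbance at 600 nm. Normalized to FeCl3/clioquinol equimolar mix (positive) and DMSO (negative).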
PI5P4Ka inh: inhibitors of human PI5P4K alpha; P48426; AID 652105; 330,000 tested, 1.2% active; PI5P4Kalpha enzyme, ADP-Glo luminescence, 60 min; hits give low values; max response, %; active means max response of -50% or lower; inconclusive means between -30% and -50%; inactive means -30% or higher; further: value at the top dose of about 77 µM; on the % scale 0 is the no-effect control and ±100 the full control effect
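qHTS, 1536-well: enzyme/substrate mix, compound by pin tool, 5 microM ATP final; RT 60 min; ADP-Glo reagents 1 (45 min) then 2 (30 min); luminescence.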
PLK1 PBD inh: blocks phosphopeptide binding to human PLK1 polo-box domain. P53350. Plk1 PBD binding of FITC phosphopeptide, fluorescence polarization. Potency, µM, for the others: max response, negative = inhibition, most hits filed as inhibitors. 360,000 tested, 2.8% active; further: potency means the concentration at half of the fitted maximal effect; series mostly up to about 57 µM; on the % scale 0 is the no-effect control and ±100 the full control effect; nearly all actives have a fitted effect of over 65% in size
The depositor's hits bear a star; ? = inconclusive; · = no result given; & = joins results of further samples; [ ] = another dose, or the depositor's remark. Unless noted, the call rests on the fitted dose curve; in most records, active means well fitted curve in the direction sought with a large enough effect; inconclusive means small, poorly fitted or top-dose-only effect, or another doubt; inactive means no such curve, though single readings can be large; an effect the other way counts as inactive or inconclusive.

canonical_smiles | WRN inhibitor | FUS suppressor | aSyn rescue | IL2 activator | EPAC1 antag | EPAC1 ag | Abeta yeast res | PI5P4Ka inh | PLK1 PBD inh
CN(C)CCNC(=O)NC1CCCCC1 | -1% | -22% | 0% | 0.4 | -6% | 6% | -1% | 6 | -12%
O=C(Nc1ccc(S(=O)(=O)Nc2nccs2)cc1)c1cnc(Cl)c(Cl)c1 | -4% | -7% | -2% | 0.4 | -7% | 1% | 7% | -12 | 6%
COc1ccc(CCNC(=O)CSC2=NS(=O)(=O)c3cc(Cl)ccc3N2)cc1OC | 1% | 37% | -10% | -2.3 | ? | 1% | -7% | -3 | -10%
CCO/C(C)=C1/SC(=S)NC1=O | ? | -8% | -12% | 1.2 | -13% | 10% | 12% | -63* | -11%
CCOC(=O)N1CCN(c2c(NCc3cccs3)c(=O)c2=O)CC1 | 0% | 1% | -3% | 0.4 | 12% | 3% | -3% | 1 | -4%
COc1ccc(OC)c(/C=N/NC(=O)c2ccc[n+](CC(=O)c3ccccc3)c2)c1 | -2% | 25% | -2% | -0.1 | -5% | -15% | -26% | -12 | -5%
Cc1cc(C)nc(SCc2ccc(C(=O)N/N=C/c3ccco3)cc2)n1 | 7% | 23% | 1% | -6.7 | -12% | 0% | -6% | -4 | -14%
COc1ccc(CN2CCNC(=O)C2CC(=O)O)c(OC)c1 (stereo unspecified) | -6% | -10% | -4% | -2.3 | -5% | -2% | -12% | 3 | -8%
COc1ccc(CNC(=O)C/C(C)=N/NC(=O)c2ccc([N+](=O)[O-])cc2Cl)cc1 | -21% | 14% | 2% | -1.1 | -1% | 2% | -1% | -1 | 0%
CN1CCN(C(=O)c2ccc(-c3cc4nc(NCc5cccnc5)n(C)c(=O)c4s3)cc2)CC1 | 9% | -12% | -2% | -0.7 | -20% | 1% | -11% | 2 | -24%
O=C1C2C(c3ccccc3)CC=CC2[C@H](c2ccc3ccccc3c2)N1Cc1ccccc1 (stereo partly specified) | 4% | 15% | -14% | -0.5 | -14% | -19% | -6% | -1 | ?
CCn1c(=O)c([N+](=O)[O-])c(NCC(O)c2ccccc2)c2ccccc21 (stereo unspecified) | -16% | -13% | 0% | 1.1 | -20% | -6% | -3% | 9 | -11%
CCOc1ccc(NC(=O)CN(C)C(=O)c2c(C)nn(Cc3ccccc3Cl)c2C)cc1OCC | -1% | 17% | 6% | 0.9 | 0% | 4% | -4% | 0 | -4%
O=C(c1sc2ccccc2c1Cl)N1CCN(c2ccccn2)CC1 | 10% | 11% | 1% | 0.8 | -1% | 10% | 7% | 17 | -1%
CCN(CC)c1nc(C(F)(F)F)nc2c1nnn2Cc1ccccc1 | 1% | -4% | 10% | 0.4 | -17% | -10% | -13% | 5 | -2%
Cc1cc(-c2ccc(C)c(S(=O)(=O)NCC3CCN(Cc4ccc(F)cc4)CC3)c2)on1 | -2% | -10%&6% | -2% | -2.1 | -16% | -3% | 2%&-7% | 1 | -14%
CCCN1CCN(C(c2cc3cc4c(cc3[nH]c2=O)OCO4)c2nnnn2C(C)(C)C)CC1 (stereo unspecified) | -9% | · | 1% | -0.2 | -21% | -4% | 2% | 2 | -3%
CCCNS(=O)(=O)c1ccc(C(=O)NCC2CCCO2)cc1 (stereo unspecified) | -7%[57.1 µM] | 13% | -11% | -1.3 | 2% | 2% | -5% | · | -4%
COCCNC(=S)Nc1ccccn1 | 3% | -23% | 4% | 0.3 | 6% | 9% | ? | -4 | -1%
C/C(=N\NC(=O)c1cccnc1)c1cccc([N+](=O)[O-])c1 | -6% | -10% | 0% | -0.3 | -5% | 12% | 17% | 0 | 7%
CC(C)NC(=O)C(=O)NNC(=O)C12CC3CC(CC(C3)C1)C2 | 0% | -8% | 0% | 0.4 | -6% | -3% | 2% | 10 | -6%
O=C(Nc1cc(C(F)(F)F)ccc1N1CCOCC1)c1cn2ccccc2n1 | 27% | 18% | -2% | -2.3 | -6% | -9% | -29% | -10 | -6%
O=C(NC1CCN(Cc2ccccc2)CC1)C1CCN(S(=O)(=O)c2cccc3cccnc23)CC1 | 3% | -6% | 3% | -4.6 | -1% | -11% | -5% | 2 | -19%
Cc1cc(C)cc(NS(=O)(=O)c2cc3[nH]c(=O)c(=O)[nH]c3cc2C)c1 | -14% | -12%&-16% | 0% | -1.6 | -13% | 3% | 13%&0% | -1 | -22%
Cc1cc(N/N=C/c2ccccc2)nc(N)n1 | 6% | 2% | -1% | -2.4 | -24% | 8% | 4% | -1 | -22%
O=C(c1ccccc1)C(O)(CN1CCCCC1)c1ccccc1 (stereo unspecified) | 12% | 16% | 1% | -0.5 | -27% | -1% | ? | 0 | -18%
C[C@H](CO)N1C[C@H](C)[C@@H](CN(C)Cc2ccc(F)cc2)Oc2ncc(Br)cc2C1=O | 1% | -25% | 4% | 3.2 | 10% | 7% | 7% | 6 | 14%
O=C(Nc1ccc(Br)cc1)C1CC(c2c(F)cccc2Cl)=NO1 (stereo unspecified) | -9% | 13% | 7% | 1.1 | ? | 0% | 7% | -1 | 1%
Cc1cccc(C)c1-n1nnnc1C(c1ccnc2ccccc12)N1CCN(CCN(C)C)CC1 (stereo unspecified) | 7% | -9% | 7% | 0.6 | 23% | 4% | 1% | 8 | 4%
CC(=O)Nc1ccc(NC(=O)COC(=O)[C@@H](NC(=O)c2ccc(F)cc2)C(C)C)cc1 | 1% | 9% | -1% | 0.7 | 3% | 2% | -1% | -5 | 4%
Cc1nc(Cl)c(C(=O)NCCc2ccccc2)c(C)c1[N+](=O)[O-] | 6% | -21% | 0% | -0.5 | ? | 11% | -10% | -1 | -11%
CC(=O)C1=NOC2C(=O)N(c3ccccc3)C(=O)C12 (stereo unspecified) | 3% | -27% | 7% | -0.3 | 3% | -3% | 6% | 7 | 0%
CC1=C(C(=O)OC2CCCCC2)C(c2ccccc2)NC(=O)N1 (stereo unspecified) | 10% | 13% | 12% | 0.6 | -13% | -8% | -5% | -1 | -4%
O=C(O)c1cc2[nH]c3c(c2cc1Cl)CCCC3 | -4%[57.1 µM] | 10% | 20µM* | -1.6 | -24% | 0% | 23% | 1 | 1%
CC(=O)Nc1cc2c(cc1[N+](=O)[O-])-c1ccccc1C2O (stereo unspecified) | -10% | 7% | -8% | -0.9 | 3% | -8% | 12% | ? | ?
COc1ccc(NC(=O)Cn2c(=O)n(CC(=O)NCc3ccco3)c(=O)c3ccccc32)cc1 | -13% | ? | 5% | 1.0 | -18% | 0% | 0% | 3 | -9%
CC(C)(C)c1ccc(OCC(=O)N2CCN(c3ccccn3)CC2)cc1 | -2% | 6% | 0%[1.84 µM] | 1.4 | 14% | -8% | 9% | 2 | -12%
COC(=O)[C@@]1(Cc2ccccc2)[C@H]2C(=O)N(Cc3ccccc3)C(=O)[C@H]2[C@H]2CN=C(SCc3ccccc3)N21 | -6% | 11% | 8% | -0.5 | -8% | 7% | 22% | 4 | -7%
Cc1cc(C)n(/N=C\c2c(O)ccc3ccccc23)c(=O)c1C(N)=O | 8% | 27% | 20% | 0.1 | -3% | -1% | -4% | 0 | -14%
COc1ccccc1CNC(=O)CN1C(=O)NC(c2ccccc2)(c2ccccc2)C1=O | 4% | -2% | 4% | -0.3 | -7% | -8% | 7% | 3 | 4%
COc1cc(NC(=O)C2CCCN(S(=O)(=O)c3ccc4c(c3)oc(=O)n4C)C2)cc(OC)c1 (stereo unspecified) | -4% | -11% | 0% | -2.6 | -18% | -12% | 0% | 1 | 4%
O=C(NN1C(=O)/C(=C/c2cccc(O)c2)SC1=S)c1ccccc1O | -3%[11.6 µM] | -19% | 1% | 4.8 | ? | 8% | · | -18 | -27%
CCN(CC)S(=O)(=O)c1cccc(C(=O)OCC(=O)Nc2ccc3c(c2)c2ccccc2n3CC)c1 | -8% | ? | 5% | -2.0 | -28% | 3% | 1% | 2 | -8%
COc1ccc2c(c1)C(=C(C#N)C#N)C(=O)N2CCc1ccccc1 | 50µM* | -8% | -14% | 1.0 | -9% | -2% | -20% | -12 | 2.7µM*
Cc1cc(S(=O)(=O)N2CCN(c3ccccc3O)CC2)c(C)s1 | 0% | 10% | ? | -2.1 | -5% | -4% | 22% | 7 | -10%
Cc1cc(NC(=O)C2CC(=O)N(c3cccc(C)c3C)C2)no1 (stereo unspecified) | 0% | 11% | -9% | 0.8 | 24% | -3% | 3% | 3 | 1%
O=C(NCCc1ccc(F)cc1)C(=O)Nc1cc2c3c(c1)CC(=O)N3CCC2 | -6% | 15% | -4% | -3.0 | 9% | 8% | -5% | -29 | -8%
C=C(C)c1cccc(C(C)(C)NC(=O)NCc2ccc(OC)c(OC)c2)c1 | -6% | 24% | 0% | 4.6 | 1% | 0% | 2% | · | -9%
CN(C)S(=O)(=O)c1ccc(S(=O)(=O)NCc2cccs2)cc1 | -1% | 3% | -1% | -1.5 | -24% | 14% | 4% | 6 | -6%
COc1ccc(N2CCN(C(=O)C3CC(=O)N(c4ccc(C)cc4)C3)CC2)cc1 (stereo unspecified) | -4% | 3% | -2% | -0.2 | 14% | 4% | 12% | -6 | -11%
CCNC(=O)CN(Cc1ccccc1)S(=O)(=O)c1ccccc1 | 1% | -11% | 9% | 0.9 | -7% | 10% | 3% | · | -10%
CCCNC(=O)NS(=O)(=O)c1cnccc1Sc1ccc(Cl)c(Cl)c1 | -10% | -9% | -1% | 0.1 | 2% | 15% | 16% | ? | ?
O=C(Nc1nccs1)c1csc2c1CCCC2 | -11% | 11% | -8% | 1.3 | -11% | 8% | -44%[inhibitor] | 0 | 4%
Cc1onc(-c2ccccc2Cl)c1C(=O)Nc1ccc(-n2nncc2-c2ccco2)cc1 | -15% | 8.9µM* | 10% | 0.1 | -6% | 10% | 4% | · | -3%
C=CCn1c(SCC(=O)c2cc(C)n(Cc3cccs3)c2C)nnc1-c1ccncc1 | 6% | ? | -3% | -2.1 | 8% | -2% | 3% | -8 | -3%
CC(C)c1nnc(SCC(=O)N2CCOCC2)n1C | -14% | -1% | -2% | -1.3 | -2% | 6% | 5% | · | 0%

Assay outcomes (PubChem)

Compounds as they come; overall some 4.1% were active at least once.
